# EWS-Fli block = inhibitors of EWS/Fli oncoprotein transcriptional activity | hit rate 0.67% among 350,000 | A673 NR0B1-luciferase reporter, viability-normalised | inhibition, % at 12.6 µM | AID 651661;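 active = mean inhibition of at least 50% after viability correction, with every replicate also passing that limit; inconclusive = mean reaches 50% but only one of two replicates passes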;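 also: firefly luciferase signal divided by Alamar Blue viability fluorescence both relative to DMSO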
# CFTR F508del cor = CFTR F508del correction in bronchial cells; CFBE cells, YFP halide quenching; stimulated with forskolin plus potentiator P3; % fluorescence drop versus neutral controls; activity (quench increase), % at 7.58 µM; hit rate 0.36% among 350,000; AID 720511;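 active = mean added fluorescence quench of at least 8% versus neutral control, with both replicates also reaching 8%; inconclusive = only one of the mean or replicate conditions met; inactive = mean below 8% and not both replicates reaching 8%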;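 also: cells transiently co-express mutant CFTR-F508del with the halide-sensitive YFP; corrector assay measuring rescue of mutant channel to the surface after 24 h compound exposure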
# FN deposit inh = fibronectin deposition inhibition. AH1F fibroblasts, Alexa488-fibronectin deposition fluorescence, overnight. hit rate 0.086% among 350,000. inhibition, % at 12.6 µM;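 active = mean inhibition across replicates of 30% or more, regardless of how many single replicates reach that level; inconclusive = mean under 30% yet at least half of replicates reach 30%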;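 also: positive control wells lacked labelled fibronectin entirely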
#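 Test system: AH1F fibroblast monolayer depositing Alexa488-labelled fibronectin into matrix. Input: 10000 cells per well. Technique: fluorescence, ex 485 nm, em 525 nm. Buffer or medium: DMEM plus 2% serum, read in PBS. Timing: 1 h cell adhesion before compound, then overnight fibronectin incubation. Compound: single dose, pinned. Read-out basis: inhibition from reduced deposited-fibronectin fluorescence.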
# PAX8 inh HTS = PAX8 transcriptional activity inhibition; inhibition, % at 12.6 µM; hit rate 1.2% among 360,000; RMG-I TPO-luciferase reporter, SteadyGlo, 24 h;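 active = mean replicate inhibition at least 60% with every replicate also reaching 60%; inconclusive = only one of the two criteria is met; inactive = mean below 60% and not all replicates reaching 60%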;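 also: luciferase light reporting Pax8 driven TPO promoter activity; plate controls were median of neutral control wells for no effect and mitoxantrone controls for full effect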
# DENV2 CPE = protects cells from dengue virus 2 cytopathic effect. DENV2-infected cells, cytopathic effect rescue, plate reader. hit rate 1.7% among 350,000. CPE inhibition, % at 9.99 µM. AID 651640; in the data active = CPE inhibition above about 20%, passing the limit was not always enough; inconclusive = no clear call, values can overlap the other calls; tested in BHK-21 cells;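 also: 0% = median of neutral control wells and 100% = median of positive control wells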
# miR-122 sensor = miR-122 inhibition in Huh7 cells; Huh7 miR-122 Renilla luciferase sensor, 48 h; neutral wells = 0, positive control = 100; activation (reporter increase), % at 12.5 µM; hit rate 0.3% among 340,000; AID 602342;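 active = mean replicate activation score at least 90 and every replicate individually at or above 90; inconclusive = only one of the two criteria met; inactive = neither criterion met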;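 also: higher luciferase means less miR-122 activity so hits act as miR-122 inhibitors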
# GSIS activator = primary screen for activators of insulin secretion dependent on glucose, INS-1E cells, GLuc reporter luminescence | INS-1E GLuc reporter insulin secretion, 2-3 h | activation, % at 16.6 µM | hit rate 0.61% among 370,000 | AID 743287;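 active = lowest replicate activation of at least 40%, so every replicate reaches that level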;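 also: 0% = median of neutral control wells and 100% = median of IBMX positive control wells; some compounds called inactive have numbers as strong as hits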
# Numbers without * were called inactive; ? = inconclusive; / = not tested or not shown; & = joins results of further samples; [ ] = dose if it differs, or a comment.
SMILES,EWS-Fli block,CFTR F508del cor,FN deposit inh,PAX8 inh HTS,DENV2 CPE,miR-122 sensor,GSIS activator
Cc1ccc(C2=NN(C(=O)CSc3nccn3C)C(c3ccco3)C2)cc1 (stereo not drawn),/,-0.6,-4,20,0,/,7
COCC(=O)N(C)C[C@H]1Oc2cc(C#Cc3ccccc3)ccc2S(=O)(=O)N([C@@H](C)CO)C[C@@H]1C,7,1.3,11,/,12,-10[16.7 µM],10
COc1ccc(S(=O)(=O)Nc2cccc3c2O[C@H](CN(C)Cc2ccc(-c4ccccc4)cc2)[C@H](C)CN([C@@H](C)CO)C3=O)cc1,4,-8.0,/,-4,-4,-8[16.7 µM],-14
COc1ccccc1NC(=O)N1CCC(NC(=O)C(Cc2ccccc2F)NC(C)=O)CC1 (stereo not drawn),-6,-2.3,1,-3,-4,/,0
C=CCNc1nc(C(=O)OCC(=O)c2ccc(F)cc2)cs1,-1,-0.1,5,/,4,-6,12
COc1ccc(NC(C)=O)cc1S(=O)(=O)NC(C)c1ccc(-n2ccnc2)cc1 (stereo not drawn),-5,-1.0,/,-4,-9,/,-4
Cc1c[n+]([O-])ccc1[N+](=O)[O-],-1,1.2,0,-1,15,-3,5
O=C(C[C@@H]1CC[C@@H]2[C@H](COC[C@@H](O)CN2C(=O)c2cccnc2)O1)NCc1ccc(Cl)cc1,-4,0.3,-8,4,0,10[16.7 µM],0
Cc1c(Cl)cccc1-n1c(SCC(=O)N2CCC(C(=O)O)CC2)nc2ccccc2c1=O,-1,-2.8,3,3,3,5,66
CNC[C@@H]1Oc2ccc(NS(=O)(=O)c3cn(C)cn3)cc2C(=O)N([C@H](C)CO)C[C@H]1C,-4,3.5,/,-1,4,5[16.7 µM],1
CCN(CC)CCCN=C(N)N,-14,0.0,1,1,-4,/,-12
CC1CN(S(=O)(=O)c2ccc(C(=O)Nc3nnc(-c4ccc5c(c4)CCCC5)o3)cc2)CC(C)O1 (stereo not drawn),38,4.1,-10,19,-10,-3,-6
Cn1nc(C(=O)OCC(=O)c2ccc(Br)cc2)c2ccccc2c1=O,4,-0.2,-3,16,11,/,27
O=C(NCCN1CCC(n2c(=O)[nH]c3ccccc32)CC1)c1c(F)cccc1F,9,1.1,8,8,-2,/,-3
COc1ccc(F)cc1C(=O)C1CCCN(C(=O)CSc2ccccn2)C1 (stereo not drawn),3,1.8,8,5,1,9,22
C[C@@H]1CN([C@H](C)CO)C(=O)c2cc(C#CC3CC3)cnc2O[C@@H]1CN(C)C(=O)Nc1ccc(F)cc1,1,-1.9,/,13,-14,/,-7
Cc1cc2ccccc2n2c(SCC(=O)N3CCOCC3)nnc12,-15,0.8,-2,-10,7,-3,15
O=C(O)CCCC(=O)Nc1ccccc1C(=O)N1CCOCC1,5,2.2,-1,14,-6,-5,-14
CC(C)NC(=O)N(C)C[C@@H]1Oc2ccc(NC(=O)CCCCCC(=O)Nc3ccccc3N)cc2CC(=O)N([C@H](C)CO)C[C@@H]1C,2,-1.5,/,-6,-3,2[16.7 µM],6
Cc1cccc(NS(=O)(=O)c2cnc(Cl)c(Br)c2)n1,/,/,-6,1,/,-2,39

# The final 2 entries of the part before come first, to join the parts:
SMILES,EWS-Fli block,CFTR F508del cor,FN deposit inh,PAX8 inh HTS,DENV2 CPE,miR-122 sensor,GSIS activator
CC(C)NC(=O)N(C)C[C@@H]1Oc2ccc(NC(=O)CCCCCC(=O)Nc3ccccc3N)cc2CC(=O)N([C@H](C)CO)C[C@@H]1C,2,-1.5,/,-6,-3,2[16.7 µM],6
Cc1cccc(NS(=O)(=O)c2cnc(Cl)c(Br)c2)n1,/,/,-6,1,/,-2,39
NC1=NC(=Nc2cccc(Cl)c2)c2ccccc21,-5,/,/,16,/,/,23
CCN(CC)c1ccc(NS(=O)(=O)c2ccc3c(c2)oc(=O)n3C)c(C)c1,10,-2.6,-7,19,13,/,/
COc1cc(CNCCc2c[nH]c3ccccc23)cc(Cl)c1OCC(N)=O,-22,1.8,-3,16,-1,/,/
Cc1ccc(CSCCNC(=O)c2ccc(C)cc2)cc1,-2,-4.6,7,-5,-1,/,-9
CC(C)C#Cc1cnc2c(c1)C(=O)N([C@H](C)CO)C[C@H](C)[C@@H](CN(C)Cc1ccc3c(c1)OCO3)O2,8,/,/,-9,3,11[16.7 µM],3
CC1(C)OC(=O)N(CC(=O)Nc2ccccc2)C1(C)O (stereo not drawn),7,-1.0,-31,14,4,/,-3
COc1ccc(CN2CCNC(=O)C2CC(=O)NCc2cccc(C)n2)c(OC)c1 (stereo not drawn),2,0.4,-6,13,7,-7,3
Cc1noc(C)c1NC(=O)Nc1ccc2c(c1)C(=O)N([C@@H](C)CO)C[C@@H](C)[C@H](CN(C)CC1CCCCC1)OCCCC[C@H](C)O2,-2,-2.2,/,/,-2,-2[16.7 µM],24
COc1ccc(-c2ccc(C(=O)NCc3ccncc3)c3occc23)c(C)c1,-10,0.7,-5,-26,9,-4,3
CC(Sc1nnnn1-c1ccc(Cl)cc1)C(=O)NCC(=O)Nc1ccc(F)c(F)c1F (stereo not drawn),0,-1.1,-13,9,-1,/,-49
CC(C)N(c1ccccc1)c1ccc(NC(=O)C2CCCO2)cc1 (stereo not drawn),/,/,1,-9,/,2,/
O=C1NCCSC1c1ccccc1 (stereo not drawn),-3,-0.8,-6,-21,3,/,12
COc1ccc(-c2ccc(SCc3cccnc3)nn2)cc1OC,-16,4.0,3,-36,6,/,47*
CCN(CC)CCCN1C(=O)C2C(C(=O)Nc3ccc(C(C)C)cc3)C3C=CC2(O3)C1C(=O)NC1CCCCC1 (stereo not drawn),11,-1.8,-4,13,1,-2,1
CCCCN(C(=O)c1cccc(S(=O)(=O)N2CCN(C)CC2)c1)c1c(N)n(CCCC)c(=O)[nH]c1=O,3,0.6,6,12,-12,/,7
COCCNC(=O)C1(C)CCN(Cc2ccc(C(C)C)cc2)C1 (stereo not drawn),-7,-1.1,/,19,-12,3,/
COC(=O)c1cnc(Oc2ccc(NC(=O)NC(=O)c3ccccc3Cl)cc2)cc1C(F)(F)F,7,1.9,1,4,2,/,22
CC(=O)N/N=C(\N)c1nonc1N,11,-0.4,8,3,-2,-1,5
COC(=O)c1ccc2c(=O)n(CCN3CCOCC3)c(SCC(=O)NCc3ccccc3)nc2c1,11,0.8,/,-21,0,-7,10
CCCNC(=O)C1(C)CCN(Cc2ccc(OC)c3ccccc23)C1 (stereo not drawn),-5,-3.0,/,-5,-10,4,/

# Entries from the list above that contain bromine (2):
SMILES,EWS-Fli block,CFTR F508del cor,FN deposit inh,PAX8 inh HTS,DENV2 CPE,miR-122 sensor,GSIS activator
Cn1nc(C(=O)OCC(=O)c2ccc(Br)cc2)c2ccccc2c1=O,4,-0.2,-3,16,11,/,27
Cc1cccc(NS(=O)(=O)c2cnc(Cl)c(Br)c2)n1,/,/,-6,1,/,-2,39

# (next part)
SMILES,EWS-Fli block,CFTR F508del cor,FN deposit inh,PAX8 inh HTS,DENV2 CPE,miR-122 sensor,GSIS activator
COc1ccc(NC(=O)N(C)C[C@H]2OCCCC[C@@H](C)Oc3ccc(NC(=O)C4CCCCC4)cc3C(=O)N([C@H](C)CO)C[C@@H]2C)cc1,-2,-0.5,/,/,-1,0[16.7 µM],-5
COCC#Cc1cnc2c(c1)C(=O)N([C@@H](C)CO)C[C@H](C)[C@H](CN(C)Cc1ccc(F)cc1)O2,-11,-2.3,-1,/,2,-4[16.7 µM],8
CN(C)CC(=O)N1[C@H](C(=O)NC2CCC2)[C@@H](CO)[C@@H]2Cn3c(ccc(-c4ccccc4)c3=O)[C@@H]21,-7,/,/,/,-11,/,4
CC(=O)c1c(C)[nH]c(C(=O)Nc2cc(S(=O)(=O)N(C)C)ccc2C)c1C,-4,-4.0,2,10,14,/,15
O=C(OCC(=O)N(C1CCCCC1)C1CCCCC1)c1ccc(Cl)nc1,2,0.2,1,30,?,10,3
COc1ccc(C2N(c3ccccc3)CCN2c2ccccc2)cc1O,-11,0.1,0,-24,/,/,7
C[C@H]1CN([C@@H](C)CO)C(=O)c2cc(C#CC(C)(C)O)cnc2O[C@H]1CN(C)C(=O)CC1CC1,0,0.3,-6,/,2,-4[16.7 µM],9
CCC(Cc1ccccc1)NC(=O)Cn1cccc1C(=O)c1ccccc1 (stereo not drawn),-1,0.1,-2,10,-2,0,-14
Cc1ccc(Oc2cc(NC(=O)CCCn3nc(C)c([N+](=O)[O-])c3C)cc([N+](=O)[O-])c2)cc1,7,-0.1,1,85*,5,-10,-8
NC(=S)N/N=C/c1ccccc1OCCSc1ccc(Cl)cc1,/,/,-23,51,/,/,-9
C[C@@H]1CCCCO[C@@H](CN(C)Cc2ccc(C(=O)O)cc2)[C@H](C)CN([C@@H](C)CO)C(=O)c2cc(NC(=O)Cc3ccccc3)ccc2O1,-2,-0.7,/,-7,8,11[16.7 µM],5
COc1ccc(CNC(=O)CNC(c2ccccc2)c2ccccc2)cc1OC,0,-1.4,0,18,4,/,-7
CNC[C@@H]1Oc2ncc(-c3cccc(F)c3)cc2C(=O)N([C@H](C)CO)C[C@@H]1C,-6&-10,1.9&-0.8,-1,/,-3&13,0&0[16.7 µM],1
O=C(C1CCC(Cn2c(=O)[nH]c3ccccc3c2=O)CC1)N1CCN(c2ccccc2)CC1 (stereo not drawn),3,1.5,-4,8,-1,-6,/
C[C@H](CO)N1C[C@H](C)[C@H](CN(C)Cc2ccc(C(=O)O)cc2)Oc2ccc(NC(=O)CCN3CCOCC3)cc2CC1=O,-5,2.4,-11,22,-5,1[16.7 µM],29
CC1CN(c2ccc(NS(=O)(=O)c3ccccc3)cc2C(=O)O)CC(C)O1 (stereo not drawn),-9,-1.9,1,18,-3,9,/

# Reprinted at random: 3 compounds from above
SMILES,EWS-Fli block,CFTR F508del cor,FN deposit inh,PAX8 inh HTS,DENV2 CPE,miR-122 sensor,GSIS activator
CN(C)CC(=O)N1[C@H](C(=O)NC2CCC2)[C@@H](CO)[C@@H]2Cn3c(ccc(-c4ccccc4)c3=O)[C@@H]21,-7,/,/,/,-11,/,4
COc1ccc(C2N(c3ccccc3)CCN2c2ccccc2)cc1O,-11,0.1,0,-24,/,/,7
COc1ccc(NC(=O)N(C)C[C@H]2OCCCC[C@@H](C)Oc3ccc(NC(=O)C4CCCCC4)cc3C(=O)N([C@H](C)CO)C[C@@H]2C)cc1,-2,-0.5,/,/,-1,0[16.7 µM],-5

# GSIS activator: entries above that show a hit
Compound | CFTR F508del cor | DENV2 CPE | miR-122 sensor | GSIS activator
COc1ccc(-c2ccc(SCc3cccnc3)nn2)cc1OC | 4.0 | 6 | / | 47*

# Screens from PubChem BioAssay.

# Rows are unselected; any-hit rate near 3.9%.
